PPARg SRC2 recr: promotes SRC-2 coactivator recruitment by human PPARgamma; activation, % at 8 µM; PPARgamma LBD-SRC-2 recruitment, biochemical; P37231; AID 1032; actives 0.34% (n = 200,000); in the data active means activation above about 22%;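 further: 0% = vehicle and 100% = reference agonist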
Target sequence (P37231 whole entry, looked up, the tested form may be a part): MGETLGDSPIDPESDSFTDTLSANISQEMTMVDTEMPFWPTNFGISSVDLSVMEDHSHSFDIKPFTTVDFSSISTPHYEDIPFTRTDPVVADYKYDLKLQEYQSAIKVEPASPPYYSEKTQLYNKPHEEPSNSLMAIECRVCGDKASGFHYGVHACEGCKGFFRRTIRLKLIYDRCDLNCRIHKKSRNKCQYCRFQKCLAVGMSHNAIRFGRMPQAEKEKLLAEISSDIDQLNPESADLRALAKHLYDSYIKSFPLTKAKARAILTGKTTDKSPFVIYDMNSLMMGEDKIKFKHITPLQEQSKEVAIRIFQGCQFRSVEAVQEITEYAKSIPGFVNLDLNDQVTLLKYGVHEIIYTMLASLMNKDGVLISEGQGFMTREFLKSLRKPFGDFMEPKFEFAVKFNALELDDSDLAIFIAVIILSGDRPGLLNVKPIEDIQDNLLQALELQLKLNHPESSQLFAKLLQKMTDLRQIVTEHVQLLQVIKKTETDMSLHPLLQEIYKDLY
SRC2 TRFRET art: flags TR-FRET format artefacts in PPARgamma SRC-2 recruitment agonist screen; TR-FRET artefact counter-screen; hits give high values; TR-FRET ratio at 8 µM; actives 0.4% (n = 200,000); in the data active means TR-FRET ratio above about 2000; further: inactives centre near 1500
bIAP inh: blocks bovine intestinal alkaline phosphatase activity | purified bovine IAP, CDP-star luminescence, 30 min | inhibition, % at 20 µM | 190,000 tested, under 10 active | AID 1019;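 active means over 50% inhibition of intestinal alkaline phosphatase at 20 µM in the single-dose screen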
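test system = bovine IAP enzyme | medium = DEA buffer 100 mM, pH 9.8, with MgCl2 1.0 mM, ZnCl2 0.02 mM | detection = luminescence | dosing = single compound dose of 20 µM, 2% DMSO final | incubation = 30 min reaction at room temperature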
PPARg SRC-1 ag: promotes SRC-1 coactivator recruitment by human PPARgamma. activation, % at 8 µM. PPARgamma-SRC-1 coactivator recruitment biochemical assay. actives 0.41% (n = 200,000); in the data active means activation above about 19%;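 further: 0% = DMSO and 100% = reference agonist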
Redox H2O2 prof: compounds producing H2O2 with reducing agent – biochemical, NIH compound library profiling, artefact control for MLSCN library redox annotation, primary screen; DTT-dependent redox cycling H2O2, phenol red/HRP absorbance; 100% = 100 µM peroxide control, 0% = buffer; actives 0.03% (n = 200,000); activation, % at 10 µM; AID 878;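 active means activation of at least 50% relative to the plate's high and low controls in the primary single-dose screen; inactive means activation below 50%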;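 further: compound incubated with DTT at 0.8 mM final as the reducing agent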
S1P3 antag: antagonists of human S1P3 receptor | Q99500 | CHO S1P3 NFAT-BLA reporter, FRET fluorescence, antagonist mode | inhibition, % at 4.98 µM | actives 0.27% (n = 170,000) | AID 485;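 active means inhibition above the plate cutoff, the mean inhibition of test wells on that plate plus 3 SD, cut at about 28% in these data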;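 further: cells challenged with S1P at its EC80 of 0.8 µM; blue over green emission ratio from cleaved BLA substrate after 4 h stimulation; 0% = S1P-stimulated wells and 100% = unstimulated DMSO-only wells; some compounds past the cut are filed as inactive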
Target sequence (Q99500 whole entry, looked up): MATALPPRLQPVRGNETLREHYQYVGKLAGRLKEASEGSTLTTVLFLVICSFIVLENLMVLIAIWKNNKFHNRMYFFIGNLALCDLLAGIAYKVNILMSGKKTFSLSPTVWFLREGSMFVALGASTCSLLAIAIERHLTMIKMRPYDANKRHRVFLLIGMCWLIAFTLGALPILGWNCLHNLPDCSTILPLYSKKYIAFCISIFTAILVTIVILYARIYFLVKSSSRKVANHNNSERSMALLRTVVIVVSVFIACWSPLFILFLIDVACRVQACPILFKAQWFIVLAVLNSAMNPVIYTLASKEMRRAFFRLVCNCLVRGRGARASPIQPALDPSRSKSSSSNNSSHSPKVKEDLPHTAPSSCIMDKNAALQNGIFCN
PPARg SRC3 recr: agonists of human PPARgamma SRC-3 coactivator recruitment. activation, % at 8 µM. AID 731. P37231. biochemical PPARgamma/SRC-3 coactivator recruitment assay. actives 0.26% (n = 200,000); in the data active means activation above about 23%;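 further: 0% = DMSO and 100% = reference agonist; some compounds past the cut are filed as inactive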
ROMK primary: modulates human ROMK potassium channel activity. P48048. Tet-inducible ROMK, thallium flux fluorescence; actives lie on both sides. B-score at 10 µM. actives 2% (n = 130,000). AID 1918;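 active means signal ratio slope over the read window, or its plate-corrected B-score, at least 3 SD from the plate mean, either direction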;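 further: B-score of the F/F0 ratio slope over 7 to 12 s after thallium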
Lmaj promast: Leishmania major promastigote growth inhibition | actives 9% (n = 200,000) | inhibition, % at 10 µM | AID 1063 | Leishmania major promastigotes, resazurin fluorescence viability; in the data active means inhibition above about 50%;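 further: promastigotes grown with compound for 44 hours at 28 °C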
bIAP activator: intestinal alkaline phosphatase (bovine) activation; actives 0.17% (n = 200,000); purified bovine IAP, CDP-star luminescence, 30 min; hits give high values; fold of DMSO-control signal, blank-subtracted; activation factor at 20 µM; AID 1016;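 active means activation factor of 2 or more at 20 µM, a signal rise over negative controls twice the positive control's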
TLR4 MyD88 comp: blocks binding of human TLR4 to MyD88. O00206+Q99836. HeLa CL3-4 TLR4/MyD88 BLA complementation, FRET ratio. inhibition, % at 8.4 µM. actives 0.18% (n = 200,000). AID 861; in the data active means inhibition above about 25%;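 further: 0% = vehicle and 100% = reference inhibitor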
Starred values were filed as active, the others as inactive; / = not tested or not shown.

SMILES | PPARg SRC2 recr | SRC2 TRFRET art | bIAP inh | PPARg SRC-1 ag | Redox H2O2 prof | S1P3 antag | PPARg SRC3 recr | ROMK primary | Lmaj promast | bIAP activator | TLR4 MyD88 comp
CN(C)c1ccnc(Nc2ccc(F)cc2)c1C#N | 7 | 1570 | -6 | 9 | -0.6 | -22 | -1 | / | -2 | 1.1 | -12
Oc1c(CN2CCOCC2)ccc2ccccc12 | 5 | 1466 | 3 | 3 | -0.3 | -12 | 10 | -0.67 | -9 | 1 | 11
CC1Cc2ccccc2N1C(=O)C1CCCCN1S(=O)(=O)c1ccccc1 (stereo not given) | 1 | 1544 | 7 | -2 | 0.1 | / | 1 | / | 3 | 0.9 | 2
O=C(O)/C=C/C(=O)Nc1ccc(C(=O)c2ccccc2)cc1 | 0 | 1631 | 1 | 10 | -0.7 | -13 | 1 | 0.72 | -9 | 1 | -2
Cc1cc(NS(=O)(=O)c2ccccc2)no1 | 3 | 1442 | 5 | 0 | -0.3 | -23 | -8 | / | -7 | 1 | 4
O=C(Nc1ccccc1)N1CCSc2ccccc21 | -3 | 1506 | 2 | 0 | -0.3 | -18 | -1 | 0.078 | -5 | 1 | -10
COCCN(C(=S)Nc1cccc(OC)c1)C1CCN(C(C)C)CC1 | 1 | 1538 | 10 | 1 | 0.0 | 12 | 2 | / | -4 | 0.9 | -1
Cc1ccc(NS(=O)(=O)c2ccc(C(=O)OCC(=O)Nc3cc(C)on3)cc2)cc1 | -2 | 1691 | 9 | 2 | -0.7 | -4 | 8 | / | 0 | 0.9 | -3
COC(=O)C1=C(C)NC(=O)NC1c1ccc(OC(=O)c2ccco2)cc1 (stereo not given) | -1 | 1676 | 2 | 14 | -0.6 | -12 | -1 | 0.031 | -1 | 1 | 6
Cc1ccc(C(=O)O)cc1-c1ccc(/C=C2/NC(=O)N(c3ccccc3)C2=O)o1 | -4 | 1351 | 1 | 0 | 1.9 | / | 4 | 1.5 | -1 | 1 | -1
CCCCN(CCNP(=O)(OCC)OCC)CP(=O)(OCC)OCC | 2 | 1415 | -8 | -2 | -4.4 | / | -8 | / | -2 | 1.1 | 14
CCOC(=O)C(=O)N1CCC(Cc2ccccc2)CC1 | -1 | 1737 | -2 | 10 | 0.7 | -4 | 3 | -0.25 | -4 | 1 | -10
O=C(Cc1c[nH]c2ccccc12)Nc1cccc(S(=O)(=O)N2CCCCC2)c1 | 6 | 1657 | -4 | 9 | -1.7 | 12 | 6 | -0.87 | 13 | 1 | 9
CC(=O)N1N=C(c2ccc(C)cc2)OC1c1ccc(Br)cc1 (stereo not given) | 1 | 1552 | -13 | -2 | 0.3 | -4 | 2 | / | 1 | 1.1 | -5
Cn1ccc(NC(=O)Nc2ccc(Cl)cc2Cl)n1 | -6 | 1454 | 10 | 5 | 0.3 | 7 | 0 | 1.8 | -3 | 0.9 | -2
COc1ccc(-c2nc(C#N)c(NCc3ccc(F)cc3)o2)cc1OC | -2 | 1400 | 4 | 2 | -0.1 | 17 | 0 | 0.41 | 11 | 1 | -14
C=CCN1C(=O)C(O)(CC(=O)c2ccccc2)c2ccccc21 (stereo not given) | -2 | 1488 | 9 | 2 | 2.8 | -10 | 2 | 0.58 | -10 | 0.9 | -1
COc1ccc(OC)c(NC(=O)c2ccc(OC3CSC3)cc2)c1 | 12 | 1510 | 33 | 4 | -0.8 | -21 | 7 | 0.29 | -1 | 0.7 | 6
CCOC(=O)c1cccc(NC(=O)C2CCCN2S(=O)(=O)c2cccc3cccnc23)c1 (stereo not given) | -9 | 1358 | 12 | -7 | -0.9 | 20 | -1 | / | 6 | 0.9 | -11
Cc1onc(-c2ccccc2)c1C(=O)Nc1ccc(S(=O)(=O)NC(C)(C)C)cc1 | -3 | 1425 | -2 | 5 | 0.0 | 6 | -2 | 0.07 | -4 | 1 | -6
O=C(/C=C/c1ccc(Br)cc1)N1CCN(c2cccc(C(F)(F)F)c2)CC1 | 6 | 1699 | -6 | 13 | 0.7 | -17 | 5 | / | -4 | 1.1 | -4
O=S(=O)(c1ccc(Cl)cc1)N1CCSC1c1ccco1 (stereo not given) | 5 | 1364 | 49 | 0 | 1.1 | 22 | 0 | / | 0 | 0.5 | 0
CC(C)(C)c1ccc(S(=O)(=O)NCC(=O)Nc2sc3c(c2C(N)=O)CCCC3)cc1 | 2 | 1628 | 6 | -1 | 0.0 | / | 13 | / | -3 | 0.9 | 0
O=C(COC(=O)CN1C(=O)c2ccccc2C1=O)Nc1ncc(Cl)cc1Cl | -9 | 1444 | 0 | -5 | 0.2 | 7 | 2 | / | 7 | 1 | -15
COc1ccc(Nc2ncnc3scc(-c4ccc(OC)cc4)c23)cc1 | 19 | 1598 | -34 | 0 | 0.2 | -1 | -1 | -0.71 | 88* | 1.3 | -16
COC(=O)NNC(=O)c1ccc(C)cc1 | 5 | 1528 | 6 | 2 | 0.9 | / | -5 | 0.84 | -4 | 0.9 | -1
O=C(Nc1ccccc1)c1ccc(Cn2cc(C(F)(F)F)ccc2=O)cc1 | 6 | 1383 | 5 | -5 | 3.5 | / | -3 | / | 1 | 1 | -6
Cc1ccc(NC2=NCC(=O)N2Cc2ccccc2)c(C)c1 | 13 | 1526 | 8 | 0 | -0.7 | / | 11 | / | 5 | 0.9 | 4
COc1ccc(C=Nc2cccc3ncccc23)cc1 | 4 | 1617 | 3 | 4 | -1.2 | -16 | 2 | -0.41 | 0 | 1 | 1
CC(C)OC(=O)C(=O)NNc1ccccc1 | -1 | 1814 | 4 | -2 | -0.6 | 9 | 1 | 0.86 | 42 | 1 | -5

In another format: results already given.
Results follow in this order: PPARg SRC2 recr | SRC2 TRFRET art | bIAP inh | PPARg SRC-1 ag | Redox H2O2 prof | S1P3 antag | PPARg SRC3 recr | ROMK primary | Lmaj promast | bIAP activator | TLR4 MyD88 comp
- O=C(COC(=O)CN1C(=O)c2ccccc2C1=O)Nc1ncc(Cl)cc1Cl
→ -9 | 1444 | 0 | -5 | 0.2 | 7 | 2 | / | 7 | 1 | -15
- COc1ccc(Nc2ncnc3scc(-c4ccc(OC)cc4)c23)cc1
→ 19 | 1598 | -34 | 0 | 0.2 | -1 | -1 | -0.71 | 88* | 1.3 | -16
- COC(=O)NNC(=O)c1ccc(C)cc1
→ 5 | 1528 | 6 | 2 | 0.9 | / | -5 | 0.84 | -4 | 0.9 | -1
- O=C(Nc1ccccc1)c1ccc(Cn2cc(C(F)(F)F)ccc2=O)cc1
→ 6 | 1383 | 5 | -5 | 3.5 | / | -3 | / | 1 | 1 | -6
- Cc1ccc(NC2=NCC(=O)N2Cc2ccccc2)c(C)c1
→ 13 | 1526 | 8 | 0 | -0.7 | / | 11 | / | 5 | 0.9 | 4
- COc1ccc(C=Nc2cccc3ncccc23)cc1
→ 4 | 1617 | 3 | 4 | -1.2 | -16 | 2 | -0.41 | 0 | 1 | 1
- CC(C)OC(=O)C(=O)NNc1ccccc1
→ -1 | 1814 | 4 | -2 | -0.6 | 9 | 1 | 0.86 | 42 | 1 | -5

More compounds:
SMILES | PPARg SRC2 recr | SRC2 TRFRET art | bIAP inh | PPARg SRC-1 ag | Redox H2O2 prof | S1P3 antag | PPARg SRC3 recr | ROMK primary | Lmaj promast | bIAP activator | TLR4 MyD88 comp
COc1cc(C2Nc3ccc4ncccc4c3C3=C2C(=O)CC(C)(C)C3)cc(OC)c1O (stereo not given) | 5 | 1533 | 5 | 1 | -0.2 | / | -1 | 0.45 | 4 | 1 | -9
CC(C)(C)NC(=O)C(c1ccco1)N(C(=O)c1csnn1)c1ccccc1 (stereo not given) | 16 | 1694 | 5 | 9 | -1.2 | -12 | 8 | / | -3 | 0.9 | 4
CSc1nc(N)c2c(n1)OC(N)=C(C#N)C2c1cccnc1 (stereo not given) | 10 | 1511 | 1 | 1 | 0.4 | -9 | -3 | 0.55 | -3 | 1 | 1
CCOc1ccc(OCc2nnc(SCC(=O)NC3CCS(=O)(=O)C3)n2-c2ccc(Cl)cc2)cc1 (stereo not given) | 0 | 1524 | -5 | -5 | -1.0 | -13 | 2 | 0.28 | -1 | 1 | 9
COCC(C)NS(=O)(=O)c1ccccc1 (stereo not given) | -2 | 1518 | -10 | 9 | 0.1 | -8 | 3 | 0.59 | 1 | 1.1 | 9
Cc1ccc(Cl)c2c1=NC(=O)C=2c1[nH]c(=S)[nH]c1O | 8 | 1770 | / | 6 | -1.6 | -14 | 5 | -2.4* | -6 | 0.1 | -7
O=C(CCSCc1ccccc1F)NCCc1ccccc1 | -3 | 1625 | 9 | 6 | -0.1 | 15 | -1 | 0.49 | -4 | 0.9 | 12
N#Cc1c(N)n(CCOC(=O)c2cccc([N+](=O)[O-])c2)c2nc3ccccc3nc12 | 3 | 1592 | 10 | 9 | -6.9 | / | 10 | / | -2 | 0.9 | -9
CCOc1ccc(C(=O)NC2CCN(S(=O)(=O)CC)CC2)cc1 | -4 | 1351 | 15 | -8 | 2.7 | -24 | 3 | / | -4 | 0.8 | -13
O=C1/C(=C/c2ccc(O)c(O)c2)SC(=S)N1Nc1ccccc1 | 1 | 1636 | / | 4 | -3.9 | -4 | 3 | -2* | 78* | 0.5 | 6
Cc1ccc(OCCNS(=O)(=O)c2cccs2)cc1 | 2 | 1527 | 30 | 1 | 2.8 | -15 | 6 | / | -5 | 0.7 | -6
c1ccc(Cn2nnnc2CN2CCCC2)cc1 | 0 | 1550 | 12 | -6 | 1.1 | -20 | -2 | / | -2 | 0.9 | 7
COc1ccc(CC(=O)Nc2ccc(-c3nnc(-c4ccc(C)cc4)o3)cc2)cc1 | -3 | 1518 | 8 | 0 | 2.7 | 15 | -11 | / | 0 | 0.9 | -3
CN(C)CCn1c(=S)[nH]c2ccc(Cl)cc2c1=O | 1 | 1611 | 4 | 16 | 1.4 | 0 | -4 | -1 | 1 | 1 | 13
COC(=O)N/N=C/c1cc(Cl)cc(Cl)c1OCc1ccccc1 | -2 | 1541 | 2 | 0 | 0.1 | -2 | -1 | / | -4 | 1 | 3
COc1ccc(C(=O)Nc2cccc(C)c2)cc1S(=O)(=O)N1CCOCC1 | 9 | 1620 | -6 | 8 | 1.1 | -7 | 1 | -0.0038 | -2 | 1.1 | -4
Cc1cc(C)c(NC(=O)CSc2nc3[nH]ncc3c(=O)[nH]2)c(C)c1 | -3 | 1466 | -5 | -1 | -2.9 | -18 | 2 | -1 | -8 | 1.1 | -1
O=[N+]([O-])c1cc(C(F)(F)F)ccc1NCCNC(=S)Nc1ccc(Cl)cc1 | 2 | 1728 | 42 | -9 | -3.5 | / | -3 | / | 101* | 0.6 | 11
CCN1CCS/C1=C\C=C\C1=[N+](CC)CCS1 | 10 | 1756 | 31 | 18 | -1.6 | -4 | 9 | / | 100* | 0.7 | -6
COc1nc(N(C)S(=O)(=O)c2ccc(C)cc2)nc(C)c1Cl | 1 | 1411 | 12 | 2 | 0.4 | / | -9 | 0.41 | 0 | 0.9 | -10

Rows are unselected; any-hit rate near 11%.
